DAX1 inh-1: inhibitors of DAX1 repression of SF-1 activated StAR promoter; HEK293T StAR-luciferase reporter, SF-1/DAX-1 repression relief; inhibition, % at 6.8 µM; 1.1% of 370,000 active; AID 652010;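 active = inhibition above the mean over all tested compounds plus 3 SD, cut at about 3.6% in these data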;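 also: 0% = DAX-1 cells with DMSO and 100% = cells lacking DAX-1 with DMSO; higher inhibition means more luminescence from relief of DAX-1 repression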
hgDAF-12 ag: hgDAF-12 agonism, primary luciferase screen | HEK293 GAL4-hgDAF12 UAS-luciferase reporter, agonist luminescence; normalized to butyrate control | activation, % at 6.8 µM | 1.8% of 370,000 active;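 active = activation above a cutoff set at the mean of all screened compounds plus 3 SD, cut at about 10% in these data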;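 also: 0% = DMSO wells and 100% = sodium butyrate wells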
ssDAF12 agonist: S. stercoralis DAF-12 activation, primary screen; HEK293 ssDAF-12/GRIP1 lit1-tk-luc reporter, luminescence; % of 3 µM dafachronic acid response; 1% of 370,000 active; activation, % at 6.8 µM;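 active = activation above the mean over all tested compounds plus 3 SD, cut at about 0.9% in these data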;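 also: 0% = DMSO-only wells and 100% = 3 µM delta7-dafachronic acid wells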
HGIII-sPLA2 inh: Blocks human group III sPLA2 activity. Q9NZ20. QFRET BODIPY PC-A2 liposome hydrolysis, fluorescence. inhibition, % at 12.2 µM. 0.56% of 370,000 active. AID 743126;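 active = inhibition above mean plus 3 SD of compounds lying within the high and low control bounds, cut at about 19% in these data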;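 also: 0% = median of test compound wells and 100% = no enzyme DMSO wells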
Target sequence (Q9NZ20 whole entry, looked up): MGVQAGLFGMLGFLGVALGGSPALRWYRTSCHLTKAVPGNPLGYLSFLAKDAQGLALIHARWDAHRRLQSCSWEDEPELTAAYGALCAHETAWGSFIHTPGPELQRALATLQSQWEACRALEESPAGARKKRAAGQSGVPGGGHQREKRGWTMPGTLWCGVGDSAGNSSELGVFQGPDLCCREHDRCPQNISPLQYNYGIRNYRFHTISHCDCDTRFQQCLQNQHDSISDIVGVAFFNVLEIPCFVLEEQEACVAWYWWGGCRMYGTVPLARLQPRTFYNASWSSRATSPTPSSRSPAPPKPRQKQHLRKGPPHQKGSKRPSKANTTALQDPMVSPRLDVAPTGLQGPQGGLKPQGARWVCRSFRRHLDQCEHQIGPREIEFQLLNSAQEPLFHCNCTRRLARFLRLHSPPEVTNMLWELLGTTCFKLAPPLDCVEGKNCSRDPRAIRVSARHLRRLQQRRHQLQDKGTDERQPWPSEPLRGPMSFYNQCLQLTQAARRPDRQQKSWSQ
PG9 Ab binder: binds the HIV-1 gp120 antibody PG9; inhibition, % at 6.7 µM; AID 624416; TR-FRET gp120-PG9 antibody binding; 0.43% of 360,000 active; in the data active = inhibition above about 8.5%
FXN GAA850 act: activators of GAA850 frataxin (FXN) promoter; HEK293 lucGAA850 FXN promoter luciferase reporter, 24 h; percent of 10 µM SAHA response; activation, % at 6 µM; 0.56% of 360,000 active;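 active = activation above the average of all compounds screened plus 3 SD, cutoff fixed separately per campaign, cut at about 7.5% in these data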;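 also: 0% = DMSO wells and 100% = 10 µM SAHA wells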
hcDAF12 agonist: activators of H. contortus DAF-12 nuclear receptor. AID 652067. 1.4% of 370,000 active. activation, % at 6.8 µM. HEK293 hcDAF-12 lit1-tk-luc reporter, luminescence; 0% DMSO, 100% Δ7-dafachronic acid;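 active = activation above the mean of all tested compounds plus 3 SD, cut at about 5.5% in these data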;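 also: 100% = response to 3 µM Δ7-dafachronic acid high control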
DAX1 inh-2: NR0B1 (DAX1) inhibition; AID 504766; HEK293 Gal4-DAX1 luciferase reporter, luminescence; 0.99% of 340,000 active; inhibition, % at 6.75 µM; P51843;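 active = inhibition above the mean over all tested compounds plus 3 SD, cut at about 4.2% in these data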;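 also: 0% = DAX1-transfected cells with DMSO and 100% = empty-vector control cells with DMSO; inhibition shows as a rise in luminescence from relieved DAX1 repression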
Target sequence (P51843 207-470 limits assumed): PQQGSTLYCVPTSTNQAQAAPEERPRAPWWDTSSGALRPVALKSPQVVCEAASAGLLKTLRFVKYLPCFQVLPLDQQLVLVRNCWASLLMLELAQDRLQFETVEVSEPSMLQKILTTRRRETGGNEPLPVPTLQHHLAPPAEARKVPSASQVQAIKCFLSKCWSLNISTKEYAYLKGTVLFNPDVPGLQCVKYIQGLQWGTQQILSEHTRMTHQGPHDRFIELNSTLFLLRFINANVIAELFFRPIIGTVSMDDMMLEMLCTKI
SMARCA2 act: increases SMARCA2 function in MMTV reporter cells; MG213 cells, MMTV-luciferase reporter, dexamethasone, overnight; activation, % at 9.1 µM; 1% of 370,000 active; AID 652017; in the data active = activation above about 7.8%;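 also: 0% = vehicle wells and 100% = reference activator wells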
PLC-beta3 inh: PLC-beta3 (human) inhibition, primary screen; 0.18% of 370,000 active; Q01970; Purified PLC-beta3, fluorogenic substrate, fluorescence; inhibition, % at 12.2 µM; in the data active = inhibition above about 11%;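 also: 0% = median of compound wells on plate and 100% = full blocker control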
NR1D1 modulator: Rev-erb alpha (human) modulation; Rev-erbα–FITC-DNA binding, fluorescence polarization, 90 min; activity, % at 10 µM; 0.79% of 370,000 active; AID 1259318;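 active = activity above about 14%, limit read from the data; passing the limit was not always enough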;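 also: 0% = DMSO wells with 35 nM protein and 100% = DMSO wells with 750 nM protein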
* hit, by the source's call; . = not tested or not shown.

SMILES	DAX1 inh-1	hgDAF-12 ag	ssDAF12 agonist	HGIII-sPLA2 inh	PG9 Ab binder	FXN GAA850 act	hcDAF12 agonist	DAX1 inh-2	SMARCA2 act	PLC-beta3 inh	NR1D1 modulator
CNC(=O)/C(C#N)=C\c1ccc(CNS(=O)(=O)c2ccccc2)o1	-0.2	-0.7	-1.5	-1	-1.0	-0.9	0.6	0.5	0	2	-4
Cc1ccc(-c2nnc(SCC#CCOC(=O)c3cccs3)o2)cc1	0.1	3.2	-0.9	-10	0.5	1.5	0.6	-0.8	0	-2	8
COc1ccc(-n2ncc(N(C)n3cccc3)c(Cl)c2=O)cc1	3.9*	12*	0.0	-1	0.5	2.1	6.8*	2.1	6	-15	2
Cc1noc(C)c1CSCC(=O)Nc1nc2ccc(S(C)(=O)=O)cc2s1	-3.4	1.9	0.2	3	-0.7	0.1	-0.3	1.6	0	-10	6
NC(=O)c1cc(Cc2ccccc2)sc1NC(=O)c1ccco1	2.4	13*	-0.3	-11	1.7	5.2	2.7	2.1	7	-112	5
COc1ccc(CNC(=O)COC(=O)CCC(=O)c2cccs2)cc1	0.4	0.9	-1.6	-2	1.7	1.3	0.1	2.5	-2	-7	0
O=C(CCN1C(=O)COc2ccccc21)NCCN1CCc2ccccc2C1	0.4	-0.2	-0.2	-2	0.8	-0.5	3.5	0.0	-2	-2	-4
CC(C)C[C@H](NC(=O)c1[nH]cnc1C(=O)N[C@@H](C)C(=O)OCc1ccccc1)C(=O)OC(C)(C)C	0.1	-2.8	-1.4	-12	-0.6	0.9	-1.7	-0.2	0	5	5
Cc1ccccc1NC(=S)c1ccc2ccccc2n1	1.0	13*	1.3*	7	0.5	3.9	14*	1.1	8.2*	-20	4
CC(=O)c1ccc(-c2ccc(C(=O)NCC(c3ccco3)N(C)C)o2)cc1 (stereo not given)	2.4	9.2	-0.6	-3	-1.4	2.8	2.7	2.9	4	-399	0
O=C(O)c1ccccc1C(=O)NC1CCCc2ccccc21 (stereo not given)	0.0	-0.9	0.2	8	-0.6	1.4	-1.0	-0.7	-2	-2	-2
O=C(c1oc(=O)c2ccccc2c1-c1ccccc1)N1CCN(C2CCCCC2)CC1	0.9	-0.2	-1.1	-1	-0.8	-0.1	-0.3	-0.9	0	-3	1
Nc1cc(-c2ccc(Br)cc2)nc2cc(-c3ccccc3)nn12	0.3	5.0	-0.6	0	-4.8	0.1	-1.5	0.3	-6	-256	7
C=CCn1cnc2c(c1=O)c1nc3ccccc3nc1n2/N=C/c1cccc(OC)c1OC	-0.7	-3.6	-1.2	6	0.4	0.1	-3.4	0.8	8.2*	2	-24
CC1CC(C)(C)NC(=S)N1CCC(=O)NCCc1ccc(Cl)cc1 (stereo not given)	0.5	1.3	-1.8	8	-1.2	0.9	2.0	1.1	2	-3	-5
COc1ccc(-c2ccc3oc(-c4ccsc4)cc3c2)cc1	-0.4	-0.3	-0.8	3	-1.8	0.8	0.7	1.1	0	-2	1
C[C@@H]1CN([C@@H](C)CO)C(=O)CCCn2nncc2CO[C@H]1CN(C)S(=O)(=O)c1ccc(Oc2ccccc2)nc1	-0.9	2.1	-0.7	0	-1.3	0.1	-1.5	2.2	-1	-1	2
O=S(=O)(NC1CCCCC1Oc1ccccc1)c1ccc(Cl)cc1 (stereo not given)	-0.6	-5.4	-1.9	-13	0.3	0.5	-0.3	0.4	-3	1	5
O=C(NCc1csc(-c2cccs2)n1)Nc1cccc(Cl)c1	0.3	-0.5	-1.1	9	0.8	0.5	-0.9	-0.4	-6	-14	5
CCc1noc(C)c1C(=O)NNC(=O)COc1ccc(C)c(C)c1	-0.5	-3.0	-0.9	-1	0.0	-0.8	0.2	0.5	-2	1	0

Single records (already shown):
COc1ccc(-n2ncc(N(C)n3cccc3)c(Cl)c2=O)cc1 across the screens: DAX1 inh-1 = 3.9*; hgDAF-12 ag = 12*; ssDAF12 agonist = 0.0; HGIII-sPLA2 inh = -1; PG9 Ab binder = 0.5; FXN GAA850 act = 2.1; hcDAF12 agonist = 6.8*; DAX1 inh-2 = 2.1; SMARCA2 act = 6; PLC-beta3 inh = -15; NR1D1 modulator = 2
COc1ccc(CNC(=O)COC(=O)CCC(=O)c2cccs2)cc1 across the screens: DAX1 inh-1 = 0.4; hgDAF-12 ag = 0.9; ssDAF12 agonist = -1.6; HGIII-sPLA2 inh = -2; PG9 Ab binder = 1.7; FXN GAA850 act = 1.3; hcDAF12 agonist = 0.1; DAX1 inh-2 = 2.5; SMARCA2 act = -2; PLC-beta3 inh = -7; NR1D1 modulator = 0

Carrying on.
SMILES	DAX1 inh-1	hgDAF-12 ag	ssDAF12 agonist	HGIII-sPLA2 inh	PG9 Ab binder	FXN GAA850 act	hcDAF12 agonist	DAX1 inh-2	SMARCA2 act	PLC-beta3 inh	NR1D1 modulator
O=C(N/N=C/c1ccco1)c1cc(C2CC2)[nH]n1	0.1	4.8	-0.6	0	0.5	4.0	1.1	4.6*	5	-8	-7
Cc1ccc(-c2nn(CCC(=O)NC(C)C)c(=O)c3ccccc23)cc1	0.0	1.7	-1.0	0	-2.3	1.8	-3.1	-0.7	-2	-5	-6
COC(=O)C(NC(=O)c1cccnc1Cl)C(C)C (stereo not given)	-0.1	1.8	-1.2	4	1.5	1.2	-0.7	-1.6	-2	-5	-3
COc1cc(NC(=O)c2ccco2)ccc1NC(=O)C(C)C	-0.7	0.1	-1.4	7	1.5	-0.1	-1.3	-0.3	-2	-1	-4
Cc1cc(C)c(-c2cc(NC(=O)CSc3n[nH]c(N)n3)n(-c3ccccc3)n2)cc1C	-0.5	-0.6	-1.5	-25	1.4	2.1	-0.3	-0.6	-5	-1	2
C#CC(C)(C)NC(=S)NC1CC2C=CC1C2 (stereo not given)	0.3	-2.0	-1.3	1	-0.9	-1.1	-1.8	0.7	5	-7	-3
COc1ccccc1C(=O)NCCCN1CCCC1=O	0.6	-1.2	-1.4	-2	-0.2	-1.7	-1.9	1.1	0	-1	1
Cc1nnc2sc(SCC(=O)N3CCc4ccccc43)nn2c1=O	-0.3	-1.7	-1.4	3	-0.5	-0.2	-0.1	0.0	-2	-3	3
CCOC(=O)N1CCC2(CC1)C(C#N)=C(N)Oc1n[nH]c(CSc3ccc(C)cc3)c12	-1.8	-6.0	-1.8	-4	0.2	-10	-2.2	-0.8	1	3	6
O=C(NCC(c1ccco1)N1CCCC1)c1cccc(S(=O)(=O)N2CCOCC2)c1 (stereo not given)	1.4	-3.1	-1.0	10	0.8	1.8	0.1	0.1	1	-19	6
CCN(CC(=O)Nc1c(F)cccc1F)C(=O)c1cccc(S(=O)(=O)N2CCc3ccccc3C2)c1	-1.7	-0.4	-1.1	-6	0.9	-0.4	-2.0	0.0	-2	-3	-6
CCOC(=O)C1=C(CCc2ccccc2)NC(=O)NC1c1ccc2ccccc2c1 (stereo not given)	-0.3	-3.1	-1.2	-2	-0.9	-0.1	-2.1	0.5	-1	-12	0
Cc1ccc(NC(=O)COC(=O)c2ccco2)cc1	0.2	-2.8	-1.4	-3	-1.3	1.7	0.6	-0.3	2	0	-4
O=C(NCC1CCCO1)c1cnn2c1NC(c1ccccc1)CC2C(F)(F)F (stereo not given)	0.3	-2.1	-1.5	-3	0.2	-3.3	-1.6	1.9	-5	10	-1
Oc1ccc(-c2csc(Nc3ccccn3)n2)cc1O	1.3	6.2	0.5	13	-1.2	13*	5.2	-0.7	-1	-28	-8
CCOc1ccc2nc(SCC(=O)Nc3ccc4c(c3)OCO4)sc2c1	-0.9	0.6	-0.8	8	-0.1	1.5	0.7	0.7	-5	1	-2
COc1ccc(Cn2c(=O)[nH]c3cc(C(=O)NCc4ccc5c(c4)OCO5)ccc3c2=O)cc1	-0.2	0.4	-1.2	4	9.1*	1.9	-2.6	-0.8	0	0	.
Cc1ccc(OCC(COCc2ccccc2)NC(C)C)cc1 (stereo not given)	0.2	0.3	-1.4	-6	-2.1	-2.2	-1.3	0.7	-1	-4	-4
CC1Cc2cc(-c3csc(N)n3)ccc2O1 (stereo not given)	1.3	7.1	-0.5	10	-1.3	4.6	3.1	3.4	3	-5	-2
COc1ccc(C2CC(=O)C(c3cccc(C)c3)=CN2Cc2ccccc2)cc1 (stereo not given)	-0.6	-0.5	-1.1	-3	-0.9	.	-3.0	.	0	-93	-2
CC(=O)O[C@H]1CC(=O)OC(C)(C)C2CC(=O)[C@]3(C)C(CC[C@@](C)([C@@H](O[C@@H]4O[C@H](CO)[C@@H](O)[C@H](O)[C@H]4O)c4ccoc4)[C@@]34O[C@@H]4C(=O)O)[C@]21C (stereo not given in full)	0.1	-2.1	-1.6	-3	-2.1	-1.6	1.6	1.3	2	3	0
Cc1cccc(C)c1NC(=O)NS(=O)(=O)c1ccccc1	0.0	-2.2	-1.4	1	1.9	-0.4	-0.2	1.4	0	5	2
CC(=O)Nc1cccc2c1Cc1cc([N+](=O)[O-])ccc1-2	-0.3	8.2	-0.5	-3	-1.4	2.2	-1.4	2.0	1	-1	-1
CC(C)Sc1ncnc2c1cnn2-c1ccccc1	1.5	4.2	-0.3	-3	-0.3	2.9	2.0	6.8*	4	-2	4
CN(C)c1ccc(S(=O)(=O)N(C)C)cc1[N+](=O)[O-]	-0.2	0.0	-1.4	8	-0.4	0.3	-2.1	0.5	-2	-2	2
CC(C)[C@H](Nc1ncnc2c1oc1ccccc12)C(=O)O	0.4	1.4	0.1	4	-1.0	0.5	5.0	2.6	-1	-9	-1
COc1ccc(CNC(=O)CN2C(=O)c3ccc([N+](=O)[O-])cc3C2=O)cc1	-0.6	1.1	-0.4	1	-1.1	-1.6	2.0	0.9	-2	3	-5
CCOC(=O)c1c(C)oc2c1c(C(c1cccnc1)N1CCCCC1)c(O)c1ccccc12 (stereo not given)	2.5	14*	1.8*	-24	-4.0	0.6	11*	3.8	7	-11	5
CN(C(=O)c1ccccn1)c1nnc(-c2ccccn2)s1	0.8	5.0	-0.1	0	-0.4	3.2	2.6	1.4	6	-6	-1
O=S(=O)(c1ccc(Cl)s1)N1CCN(Cc2ccccc2)CC1	-0.5	-0.6	-0.7	4	1.0	-1.2	2.5	-0.2	-1	1	3
COC(=O)C1(C)CC1(c1ccccc1)c1ccccc1 (stereo not given)	-0.4	-1.9	-0.1	8	-0.5	-1.5	-1.5	-0.4	2	0	4
CCOC(=O)c1c(CC(C)C)csc1NC(=O)COC(=O)c1cnc(C)cn1	2.7	1.5	-0.4	0	1.2	-0.7	1.6	-0.8	-4	5	5
CN(Cc1ccccc1)C(=O)Cn1c(=O)oc2cc(S(=O)(=O)NCc3ccccc3)ccc21	-3.6	1.5	-1.6	-4	0.1	-5.5	-2.8	-1.4	-4	1	-8
Cc1ccc(N=Nc2c(O)[nH]c(=O)[nH]c2=O)cc1S(=O)(=O)Nc1ccc(Br)cc1	-1.2	-2.9	-1.6	-2	-1.5	-0.5	-1.7	-0.9	-3	-3	-15
O=C(O)c1ccc(N=NNc2cccc([N+](=O)[O-])c2)cc1	5.1*	8.1	0.0	-2	-2.6	6.8	6.7*	2.3	7	1	8
Cc1ccc(S(=O)(=O)N2CCCCC2CCNC(=O)C(=O)NCc2ccncc2)cc1 (stereo not given)	-1.1	0.9	-0.9	10	1.2	-1.7	-2.4	1.0	0	-1	-1

Compound activity deposited in PubChem BioAssay by several laboratories.

Rows were taken by chance; 7% or so of the library scored in one or more.
